RAD54 inh: RAD54 (human) branch migration inhibition; AID 602329; inhibition, % at 10.4 µM; 0.14% of 360,000 active; RAD54 Holliday junction branch migration, FAM/BHQ fluorescence; Q92698;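 active = mean normalized replicate activity at least 40 and at least half of replicates scoring 40 or more; inconclusive = only one of the two criteria met; inactive = mean below 40 and under half of replicates reaching 40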;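 note: 0% = median of neutral control wells and 100% = median of positive control wells; inhibitors cause a drop in the FAM fluorescence signal; in these data hits start at about 50%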
Xi reactivation: reactivates the inactive X chromosome in mouse fibroblasts; activation, % at 7.58 µM; 0.055% of 360,000 active; XiGFP mouse fibroblasts, % GFP-positive cells imaging, 3 d; cells co-treated with 5-aza-dC sensitizer; scaled so ellipticine positive control = 100%;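 active = mean normalized replicate activation at least 10% and every replicate at or above 10%; inconclusive = only one of the two criteria met; inactive = mean below 10% and not all replicates reach 10%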;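 note: 0% = median of on-plate neutral control wells and 100% = ellipticine 6 µM median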
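Material: XiGFP fibroblasts, SV40-immortalized. Buffer or medium: DMEM plus 5-aza-dC sensitizer. Compound: single concentration per compound, delivered by pin transfer. Times: 3 days compound exposure. Controls: ellipticine 6 µM.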
RAD52 inh: inhibitors of human RAD52 DNA annealing; recombinant RAD52 DNA annealing, FRET fluorescence; inhibition, % at 18.7 µM; 0.46% of 360,000 active;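 active = every replicate showing at least 50% inhibition; inconclusive = mean inhibition at least 50% but not in every replicate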
CFTR F508del cor: correctors of CFTR F508del function in bronchial epithelial cells; 0.36% of 350,000 active; activity (quench increase), % at 7.58 µM; CFBE cells, YFP halide quenching; stimulated with forskolin plus potentiator P3; % fluorescence drop versus neutral controls;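 active = mean added fluorescence quench of at least 8% versus neutral control, with both replicates also reaching 8%; inconclusive = only one of the mean or replicate conditions met; inactive = mean below 8% and not both replicates reaching 8%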;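 note: cells transiently co-express mutant CFTR-F508del with the halide-sensitive YFP; corrector assay measuring rescue of mutant channel to the surface after 24 h compound exposure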
INS-1E GSIS act: GLuc luminescence reporter in INS-1E cells, primary screen for activators of glucose-dependent secretion of insulin. activation, % at 16.6 µM. 0.61% of 370,000 active. INS-1E GLuc reporter insulin secretion, 2-3 h;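 active = lowest replicate activation of at least 40%, so every replicate reaches that level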;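 note: 0% = median of neutral control wells and 100% = median of IBMX positive control wells; some compounds called inactive have numbers as strong as hits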
ARNT-TACC3 inh: ARNT/TACC3 interaction disruption; inhibition, % at 9.99 µM; AID 623870; Q9Y6A5; AlphaScreen His-ARNT PAS-B/GST-TACC3 binding, luminescence; TACC3 fragment carries E629A point mutation; 0.66% of 390,000 active;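 active = mean inhibition of replicates at least 50% and at least half of replicates each reaching 50%; inconclusive = half or more replicates reach 50% but mean below 50%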;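 note: 0% = complete ARNT plus TACC3 wells and 100% = ARNT alone without TACC3; many hits fall short of the cut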
esBAF inh: blocks esBAF chromatin remodeling in mouse ES cells. reporter increase, % at 12.5 µM. 2% of 350,000 active. Bmi1-luciferase knock-in reporter, 24 h; 100% = twice the neutral-well signal; in the data active = activation above about 40%; inconclusive = no clear call, values can overlap the other calls;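 note: 0% = median of the plate's neutral control wells and 100% = double that signal; a rise in the Bmi1 reporter signal indicates esBAF inhibition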
ERAP1 HTS inh: ERAP1 (human) enzyme inhibition. Q9NZ08. recombinant ERAP1, Leu-AMC fluorescence, 60 min. inhibition, % at 10.7 µM. 0.15% of 340,000 active. AID 652197;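 active = mean replicate inhibition of at least 30%, or all replicates individually reaching that 30% level; inactive = mean below 30% and not every replicate reaching it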;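 note: 0% = neutral control wells and 100% = L-leucinethiol positive control wells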
Target sequence (Q9NZ08 whole entry, looked up): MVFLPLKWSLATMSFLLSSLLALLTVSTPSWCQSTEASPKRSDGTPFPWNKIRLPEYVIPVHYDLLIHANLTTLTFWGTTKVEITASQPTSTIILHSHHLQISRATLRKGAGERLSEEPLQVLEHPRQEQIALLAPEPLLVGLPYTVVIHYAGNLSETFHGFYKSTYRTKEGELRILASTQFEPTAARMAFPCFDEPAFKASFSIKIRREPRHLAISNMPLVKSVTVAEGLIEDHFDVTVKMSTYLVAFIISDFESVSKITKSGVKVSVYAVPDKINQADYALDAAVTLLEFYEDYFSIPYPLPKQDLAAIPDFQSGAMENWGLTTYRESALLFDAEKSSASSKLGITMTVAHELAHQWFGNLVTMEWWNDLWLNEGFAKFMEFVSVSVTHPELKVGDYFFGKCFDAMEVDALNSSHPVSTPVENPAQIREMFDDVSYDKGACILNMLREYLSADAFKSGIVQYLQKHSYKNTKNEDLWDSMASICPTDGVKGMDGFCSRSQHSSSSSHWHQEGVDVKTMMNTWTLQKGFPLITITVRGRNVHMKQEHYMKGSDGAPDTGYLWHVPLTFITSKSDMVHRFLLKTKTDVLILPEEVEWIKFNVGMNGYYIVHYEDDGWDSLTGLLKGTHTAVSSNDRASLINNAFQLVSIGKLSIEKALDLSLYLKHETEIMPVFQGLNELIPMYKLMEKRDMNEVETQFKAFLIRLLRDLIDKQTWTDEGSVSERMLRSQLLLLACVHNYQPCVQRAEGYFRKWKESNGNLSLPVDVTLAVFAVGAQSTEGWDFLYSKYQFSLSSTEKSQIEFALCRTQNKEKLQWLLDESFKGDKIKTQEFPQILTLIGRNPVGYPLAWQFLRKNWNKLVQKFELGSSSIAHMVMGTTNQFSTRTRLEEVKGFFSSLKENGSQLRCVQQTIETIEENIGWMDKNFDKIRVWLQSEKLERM
An asterisk follows results filed as active; ? = inconclusive; . = not tested or not shown; & = joins results of further samples.

SMILES | RAD54 inh | Xi reactivation | RAD52 inh | CFTR F508del cor | INS-1E GSIS act | ARNT-TACC3 inh | esBAF inh | ERAP1 HTS inh
CCNC(=O)[C@@H]1[C@@H](CO)[C@@H]2Cn3c(ccc(-c4ccc(F)cc4)c3=O)[C@@H]2N1CC1CC1 | 1 | 0.4 | -6 | -0.3 | 1 | 4 | -1 | 3
Cc1ccc(C(=O)NC(C)(COc2nonc2C)COc2nonc2C)cc1 | -2 | . | -13 | . | -18 | 3 | 0 | 1
O=C(O)C[C@@H]1CC[C@@H](NC(=O)c2ccccc2F)[C@H](CO)O1 | -6 | 0.1 | -10 | -1.3 | -4 | -5 | -8 | -4
C[C@@H]1CCCCO[C@@H](CN(C)C(=O)Cc2ccccc2)[C@@H](C)CN([C@H](C)CO)C(=O)c2cc(NS(=O)(=O)c3ccc(F)cc3)ccc2O1 | . | -0.3 | -12 | 0.0 | -1 | . | . | -1
Cc1noc(C)c1NC(=O)Nc1ccc2c(c1)C(=O)N([C@@H](C)CO)C[C@H](C)[C@H](CN(C)Cc1ccc(C(F)(F)F)cc1)OCCCC[C@H](C)O2 | -5 | 0.1 | -10 | 0.1 | -8 | 7 | -6 | 5
Cc1cc(C(=O)NCc2ccccc2F)c2ccccc2n1 | . | 0.0 | -16 | 1.3 | 1 | 1 | 3 | 3
CC(NC(=O)CCC(=O)c1ccc(F)cc1)C1CC2CCC1C2 (stereo not given) | 10 | 0.0 | -14 | 2.7 | . | -1 | -8 | 0
O=C(C[C@@H]1C=C[C@H](NC(=O)C2CC2)[C@@H](CO)O1)NCC1CC1 | -1 | -0.1 | 14 | 0.7 | 0 | 1 | 0 | 0
COc1cc(OC)c(N(C)C(=O)c2cn(C)c(=O)c3cc(OC)c(OC)cc23)cc1Cl | 2 | 0.1 | 2 | -4.0 | 18 | -1 | -11 | 3
Cc1ccc(S(=O)(=O)N(C)C[C@H]2Oc3c(NS(=O)(=O)c4ccc(Cl)cc4)cccc3C(=O)N([C@H](C)CO)C[C@@H]2C)cc1 | -7 | 0.4 | -9 | -1.3 | 12 | 3 | -5 | 0
CC1CCCCC1NC(=O)CCS(=O)(=O)c1ccc2c(c1)NC(=O)CS2 (stereo not given) | 3 | 0.1 | -8 | 0.6 | 12 | 0 | -2 | 1
O=C(Nc1ccccc1)c1nn(-c2ccccc2)c(=O)cc1C(F)(F)F | 1 | . | . | . | 14 | -5 | 2 | .
NC(=O)c1ccc(NC(=O)CCc2nc3sc4c(c3c(=O)[nH]2)CCCC4)cc1 | 3 | 0.2 | -10 | 3.4 | 33 | 1 | -6 | -1
CO[C@@H]1CN(C)C(=O)c2cc(NC(C)=O)ccc2OC[C@@H](C)N(Cc2ccccc2C(=O)O)C[C@@H]1C | -13 | 0.0 | -4 | 0.3 | 12 | -7 | -6 | -3
CCC(=O)N1C[C@H](C)[C@@H](OC)CN(C)C(=O)c2cc(NC(=O)Nc3ccc(Cl)cc3)ccc2OC[C@H]1C | -5 | -0.2 | 18 | -0.2 | -16 | -2 | 0 | 0
Cc1c2c(cc3c1[nH]c1ccccc13)C=NCC2 | 58* | ? | 9 | 3.6 | 13 | 7 | -4 | 4
CCC(O)CNC(=O)CCc1nnc(C2(c3ccc(Cl)cc3)CCC2)o1 (stereo not given) | 2 | 0.0 | -8 | 0.4 | 13 | 9 | 11 | 3
C[C@H](CO)N1C[C@H](C)[C@@H](CN(C)Cc2ccncc2)Oc2c(NS(=O)(=O)c3ccccc3)cccc2C1=O | -10&-6 | -0.1&-0.3 | 1&-21 | 0.5&-0.7 | 1&1 | -14&-5 | -4&-6 | 0&5
C[C@H](CO)N1C[C@H](C)[C@@H](CN(C)C(=O)C2CCC2)Oc2ncc(C#Cc3cccc(F)c3)cc2C1=O | 10 | -0.5 | 9 | -0.9 | -10 | 0 | -3 | 2
CCOC(=O)CCc1c(C)nc(-n2[nH]c(C)c(CCO)c2=O)[nH]c1=O | -5 | 0.0 | -18 | -0.9 | -7 | -3 | 0 | -6
CC1(C)CC(NC(=O)c2ccc(Br)o2)CC(C)(C)N1 | 6 | 0.4 | -8 | -2.8 | 3 | . | 2 | -1
C[C@@H]1CN([C@H](C)CO)C(=O)c2cccc(NC(=O)Nc3cccc4ccccc34)c2O[C@@H]1CN(C)C(=O)Nc1ccccc1 | 2 | 0.2 | 3 | 0.8 | -14 | 14 | 8 | -8
CCOC(=O)N1CCN(C(=O)CSc2nc3c(c(=O)n2-c2ccccc2OC)SCC3)CC1 | -13 | . | . | . | -5 | -5 | 14 | .
O=C(Nc1cc(-c2ccccc2)nn1C1CCCCC1)c1ccc(Cl)cc1 | -3 | -0.3 | -14 | -2.4 | -13 | 1 | 5 | -1
CN(C)c1ccc(C(=O)OCc2ccc(Br)cc2)cc1 | -12 | . | . | . | -17 | -4 | 34 | .
COC(=O)c1ccccc1NC(=O)NCc1ccccn1 | -22 | . | . | . | -8 | 7 | 4 | .
CCOc1ccc(CCNC(=O)C2CCCN(S(C)(=O)=O)C2)cc1OCC (stereo not given) | -4 | -0.1 | 9 | -2.1 | 17 | 0 | -6 | -4
Cc1ccc(-c2nc3c(C)cc(Br)cn3c2Cc2ccsc2)cc1 | -2 | -0.2 | -55 | 1.4 | -40 | . | 6 | -3
CC(C)CC1NC(C(=O)O)Cc2c1[nH]c1ccccc21 (stereo not given) | -1 | 0.0 | -10 | 5.5 | -6 | 14 | -4 | 7
Cc1cccc(NC(=O)CSCC(=O)N(C)Cc2ccc3c(c2)OCCO3)c1 | 10 | 0.2 | -13 | -1.0 | 7 | -1 | 8 | -2
Cc1ccc(CNC(=O)c2ccc(N3CCC4(CC3)CC(c3cccc(Br)c3)=NO4)c(NC(=O)c3cccc(C)c3)c2)cc1 | -2 | 0.0 | -34 | -0.5 | . | -3 | 0 | -5
COC(=O)[C@]12CCCCC=C1N(Cc1ccc(Cl)cc1Cl)C(=O)[C@H](CC(=O)N1CCCCC1)C2 | . | 0.0 | -1 | 0.2 | -5 | . | . | -2
CCCC(=O)N1CCN(c2ccc(NC(=O)c3ccc([N+](=O)[O-])o3)cc2Cl)CC1 | . | -0.1 | 1 | -11 | -2 | 3 | . | -2
NC(=O)CCCn1c(C(=O)c2cc(Cl)c(N)c(Cl)c2)c2ccc(C(F)(F)F)cc2[n+]1[O-] | 5 | 0.0 | -8 | 1.4 | -19 | 9 | -4 | 7
O=C(N/N=C/c1cccnc1)c1cc(-c2ccccc2)nc2ccccc12 | -2 | 0.2 | -15 | -5.0 | 3 | 9 | 2 | -19
CCCCN1CC(=O)N2[C@H](c3ccc(Cl)cc3)[C@@H]3C(=O)N(CC)C(=O)[C@@H]3[C@]2(Cc2ccccc2)C1=O | 9 | 0.0 | -13 | -0.6 | 16 | -6 | -1 | -3
CCCCNC(=S)NNC(=O)c1cc(-c2ccncc2)nc2ccccc12 | 1 | 0.2 | -17 | 1.0 | -10 | -1 | . | 1
COC(=O)c1scc(C)c1NC(=O)/C=C/C(=O)O | . | 0.1 | -14 | 0.5 | 12 | -2 | . | .
O=C(N/N=C/c1cn[nH]c1-c1ccccc1)c1ccco1 | . | 0.4 | -8 | -0.7 | 1 | 9 | . | 3
Cc1ccc(/C=C/C(=O)c2ccc(O)cc2)cc1 | . | 0.0 | 4 | -0.7 | -11 | 0 | . | 3

2 of the compounds above, as a markdown table.
| smiles | RAD54 inh | Xi reactivation | RAD52 inh | CFTR F508del cor | INS-1E GSIS act | ARNT-TACC3 inh | esBAF inh | ERAP1 HTS inh |
| --- | --- | --- | --- | --- | --- | --- | --- | --- |
| CC(C)CC1NC(C(=O)O)Cc2c1[nH]c1ccccc21 (stereo not given) | -1 | 0.0 | -10 | 5.5 | -6 | 14 | -4 | 7 |
| COC(=O)c1scc(C)c1NC(=O)/C=C/C(=O)O | . | 0.1 | -14 | 0.5 | 12 | -2 | . | . |

The list goes on.
SMILES | RAD54 inh | Xi reactivation | RAD52 inh | CFTR F508del cor | INS-1E GSIS act | ARNT-TACC3 inh | esBAF inh | ERAP1 HTS inh
CC(C)c1nnc(NC(=O)CCC(=O)N2CCN(C3CCCCC3)CC2)s1 | -12 | . | -13 | 0.7 | -14 | -2 | -5 | 2
CCn1cc(C(=O)NCCCN2CC(C)CC(C)C2)c(=O)c2cc(S(=O)(=O)N(C)C3CCCCC3)ccc21 (stereo not given) | -2 | 0.2 | -9 | 2.6 | 4 | -2 | 7 | 1
CCCC(=O)Nc1ccc2c(c1)C(=O)N(C)[C@H]1CC[C@H](CC(=O)OC)O[C@@H]1CO2 | . | -0.2 | 10 | 3.9 | 13 | . | . | -7
CC(C)(C)C1(O)CC(C(F)(F)F)=NN1C(=O)CCCc1ccccc1 (stereo not given) | . | 0.0 | 0 | -1.5 | 7 | -1 | . | -13
CCOC(=O)c1ccc(NC(=O)NCc2ccccn2)cc1 | -4 | 0.2 | -16 | -2.1 | -6 | 12 | 7 | 2
O=C(CSc1ccccc1F)NC(=O)NCc1ccco1 | 1 | 0.5 | -12 | -0.8 | 8 | -9 | . | .
COc1ccc(N2CCN(C(CNS(C)(=O)=O)c3ccco3)CC2)cc1 (stereo not given) | -3 | 0.5 | -3 | . | 0 | . | 5 | 2
Cc1cc(-c2csc(N)n2)c(C)n1Cc1ccco1 | . | -0.7 | -10 | 2.1 | -6 | 17 | . | 1
COc1ccc(NC(=O)COC(=O)c2ccc(N3CCCC3=O)cc2)cc1 | 1 | 0.2 | 13 | -4.3 | -8 | . | -4 | -1
CCOc1ncccc1C(=O)OCc1ccc([N+](=O)[O-])cc1 | 5 | 0.0 | -10 | -0.2 | 1 | 2 | 18 | -1
CC1CCCN(S(=O)(=O)c2ccc(NC(=O)CN3C(=O)NC(C)(c4ccccc4)C3=O)cc2)C1 (stereo not given) | -5 | 0.0 | -10 | 3.7 | -60 | -3 | -1 | 2
NC(=O)C1CCCN(C(=O)c2cccc(S(=O)(=O)N(Cc3ccccc3)c3ccccc3)c2)C1 (stereo not given) | 16 | 0.5 | 2 | -1.2 | -47 | -4 | -6 | -3
O=C(COC(=O)c1ccc(O)cc1)Nc1ccc2c(c1)OCO2 | 8 | -0.1 | -15 | -1.1 | 38 | 1 | 7 | 1
C[C@@H]1CN([C@@H](C)CO)C(=O)c2cc(-c3ccc(C(=O)N(C)C)cc3)cnc2O[C@H]1CN(C)C(=O)C1CC1 | 2 | -0.2 | 1 | -2.6 | 11 | -29 | -2 | -1
Cc1ccc(-c2nc(NCC3CCCO3)sc2C)cc1 (stereo not given) | . | -0.5 | 0 | -0.2 | 7 | -2 | . | 2
COCCNc1nnc(SCC(=O)Nc2nnc(-c3ccccc3)o2)s1 | . | 0.2 | -1 | -1.1 | -2 | -2 | . | -3
COCCCNC(NC(=O)c1ccc(OC)cc1)C(Cl)(Cl)Cl (stereo not given) | -11 | 0.2 | -9 | -0.4 | 2 | -5 | 4 | 1
COc1ccc(NC(=O)CCNC(=O)c2ccc([N+](=O)[O-])cc2)cc1S(=O)(=O)N1CCCCC1 | -6 | 0.3 | 12 | 0.3 | -20 | 2 | -3 | 4
CCOc1ccc(NC(=O)c2ccco2)c([N+](=O)[O-])c1 | . | 0.1 | -148 | . | 20 | -3 | . | -1
COc1ccc(N(C)S(=O)(=O)c2cccc(C(=O)N3CCN(c4cccc(C)c4C)CC3)c2)cc1 | 3 | -0.1 | -11 | -0.4 | -12 | -4 | 2 | 4
O=C(N[C@H]1CC[C@@H](CC(=O)N2CCOCC2)O[C@H]1CO)c1ccccn1 | 3 | -0.1 | 4 | -6.5 | -2 | -1 | -5 | 2

From PubChem BioAssay
